GPR7 antag: GPR7 receptor antagonists, primary screen, cell-based, fluorescence, single concentration. GPR7-expressing cells, fluorescence antagonist assay. inhibition, % at 4.4 µM. 290,000 compounds, 1.1% hits. AID 1861, 2009; in the data active means inhibition above about 16%, passing the limit was not always enough;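 further: cells stimulated with the agonist NPW; 0% = agonist with vehicle and 100% = vehicle without agonist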
Target sequence (P48145 whole entry, looked up): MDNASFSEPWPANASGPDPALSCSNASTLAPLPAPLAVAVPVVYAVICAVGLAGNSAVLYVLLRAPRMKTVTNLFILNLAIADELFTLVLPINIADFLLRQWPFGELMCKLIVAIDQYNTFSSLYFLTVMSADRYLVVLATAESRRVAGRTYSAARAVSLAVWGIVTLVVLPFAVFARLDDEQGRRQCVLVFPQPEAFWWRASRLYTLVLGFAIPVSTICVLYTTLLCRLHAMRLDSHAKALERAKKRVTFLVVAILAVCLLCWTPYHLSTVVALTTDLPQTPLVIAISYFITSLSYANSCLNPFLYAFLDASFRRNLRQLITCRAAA
FID counter: compounds displacing fluorescent DNA intercalator, primary screen, artefact control for HCV NS3 helicase inhibitor project, biochemical, FID fluorescence. 290,000 compounds, 0.17% hits. inhibition, % at 7.9 µM. AID 1845, 2009. DNA fluorescent intercalator displacement; in the data active means inhibition above about 37%;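 further: 0% = vehicle and 100% = reference compound; higher means more ethidium bromide displaced from hairpin DNA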
OXTR agonist: human OXTR agonists, primary screen, fluorescence, CHO-OTR cells, Fluo-8 calcium. Oxytocin receptor (Homo sapiens), P30559. Fluo-8 calcium fluorescence; normalized: DMSO 0%, oxytocin 100%. activation, % at 3 µM. 320,000 compounds, 0.32% hits. AID 2435, 2010;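 active means activation above the mean of all tested compounds plus 3 SD, cutoff set per screening run, cut at about 20% in these data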;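 further: peak over basal fluorescence ratio from a 100 s FLIPR kinetic read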
Target sequence (P30559 whole entry, looked up): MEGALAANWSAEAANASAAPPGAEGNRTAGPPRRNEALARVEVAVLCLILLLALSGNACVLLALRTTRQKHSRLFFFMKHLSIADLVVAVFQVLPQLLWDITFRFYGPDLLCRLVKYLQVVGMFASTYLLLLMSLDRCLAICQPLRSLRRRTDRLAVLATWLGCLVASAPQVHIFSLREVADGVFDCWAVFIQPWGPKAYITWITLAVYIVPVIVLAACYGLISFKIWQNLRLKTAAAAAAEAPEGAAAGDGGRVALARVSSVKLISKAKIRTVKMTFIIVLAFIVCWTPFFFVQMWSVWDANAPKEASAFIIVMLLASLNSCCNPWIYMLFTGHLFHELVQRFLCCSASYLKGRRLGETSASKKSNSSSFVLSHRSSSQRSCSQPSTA
GalR3 antagonist: GalR3 antagonists in HEK293 cells, primary screen, cell-based, fluorescence readout; inhibition, % at 3 µM; HEK293 GalR3-CNG cAMP membrane potential fluorescence; galR3 body fused to GalR1 C-terminus; 360,000 compounds, 0.44% hits;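 active means inhibition above the screen-wide average plus 3 SD, cut at about 13% in these data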;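 further: forskolin and galanin both at EC90 stimulate the cells; cAMP rise reported by CNG channel membrane potential dye signal; 0% = forskolin plus galanin with DMSO and 100% = forskolin alone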
Target sequence (O60755 1-299 limits assumed): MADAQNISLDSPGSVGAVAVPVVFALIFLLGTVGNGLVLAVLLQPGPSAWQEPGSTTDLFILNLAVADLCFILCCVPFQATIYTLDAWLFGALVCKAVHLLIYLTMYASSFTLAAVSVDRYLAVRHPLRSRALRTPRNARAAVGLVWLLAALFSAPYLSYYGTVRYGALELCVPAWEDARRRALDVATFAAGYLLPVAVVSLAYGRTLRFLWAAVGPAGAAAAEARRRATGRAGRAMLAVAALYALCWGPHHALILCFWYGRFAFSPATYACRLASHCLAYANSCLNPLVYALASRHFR
VIM-2 inh: VIM-2 metallo-beta-lactamase inhibitors, primary screen, biochemical, epi-absorbance readout, Pseudomonas aeruginosa enzyme; purified VIM-2, nitrocefin hydrolysis, epi-absorbance fluorescence; inhibition, % at 5.6 µM; 290,000 compounds, 0.89% hits; AID 1527, 2009;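 active means inhibition above the mean of all tested compounds plus 3 SD, cutoff set per screening run, cut at about 7.5% in these data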;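 further: red hydrolysis product quenches plate fluorescence so inhibitors raise well fluorescence; 0% = enzyme with DMSO and 100% = DMSO without enzyme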
PHOSPHO1 inh: PubChem AID 1565; Phosphoethanolamine/phosphocholine phosphatase (Homo sapiens), Q8TCT1; recombinant PHOSPHO1, absorbance phosphatase assay; inhibition, % at 13.3 µM; 290,000 compounds, 1.1% hits; in the data active means inhibition above about 60%
V1R ag counter: agonists of human V1a receptor, primary screen, counter-screen for OXTR agonist project, fluorescence, CHO-V1R cells; activation, % at 3 µM; Fluo-8 calcium fluorescence, agonist mode; 0% DMSO, 100% 3 nM vasopressin; 320,000 compounds, 0.25% hits; Vasopressin V1a receptor (Homo sapiens), P37288;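 active means activation above the mean activation of all tested compounds plus 3 SD, per screening run, cut at about 20% in these data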;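 further: signal is peak over basal fluorescence ratio across a 100 second FLIPR read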
NS3 helicase inh: inhibitors of HCV NS3 helicase, primary screen, biochemical, Cy5 molecular beacon fluorescence; Hepatitis C virus NS3 helicase; 290,000 compounds, 0.56% hits; NS3 helicase DNA unwinding; AID 1800, 2009; inhibition, % at 10.9 µM;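 active means inhibition above the mean of all tested compounds plus 3 SD, set per campaign, cut at about 35% in these data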;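 further: 0% = DMSO wells and 100% = thioflavine S control wells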
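System: HCV NS3 helicase fragment; control set: DMSO and thioflavine S; technique: Cy5 fluorescence at 0 and 60 min, beacon hairpin quenching; reagent: beacon DNA duplex substrate plus ATP; replicates: singlicate; schedule: 1 h reaction at 25 °C, ATP-initiated; medium: MOPS buffer pH 6.5 with MgCl2, DTT, Tween20, BSA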
IMP-1 inh: IMP-1 metallo-beta-lactamase inhibitors, primary screen, biochemical, epi-absorbance readout, Pseudomonas aeruginosa enzyme. purified IMP-1, nitrocefin hydrolysis, epi-absorbance fluorescence. AID 1556, 2009. metallo-beta-lactamase IMP-1 (Pseudomonas aeruginosa). 290,000 compounds, 0.45% hits. inhibition, % at 5.6 µM;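 active means inhibition above the mean plus 3 SD of all compounds in the same screening run, cut at about 4.5% in these data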;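 further: 0% = IMP-1 with DMSO and 100% = DMSO wells lacking enzyme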
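Assay system: purified recombinant IMP-1 beta-lactamase. Input: IMP-1 0.2 nM before substrate addition. Buffer or medium: Zinc- and detergent-supplemented HEPES buffer, pH 7.1. Schedule: 25 °C, 15 min preincubation, 25 min reaction. Signal: Epi-absorbance fluorescence, 480 nm excitation, 530 nm emission. Evaluation: percent inhibition from optical density relative to buffer-blank wells.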
* = called active by the depositor; nt = no result given.

SMILES	GPR7 antag	FID counter	OXTR agonist	GalR3 antagonist	VIM-2 inh	PHOSPHO1 inh	V1R ag counter	NS3 helicase inh	IMP-1 inh
O=S(=O)(c1ccccc1)N1CCN=C1SCc1cccnc1	-5	4	1.5	0	-3.3	11	1.7	4	-2.3
NS(=O)(=O)c1ccc(NC(=O)c2ccc(-c3ccccc3)cc2)cc1	-6	-8	nt	-3	-2.6	0	nt	22	-0.8
O=S(=O)(c1ccccc1)N1CCN(S(=O)(=O)c2ccc(F)cc2)CC1	-10	-3	-0.1	-4	-2.9	14	-0.6	0	-1.2
COc1ccc(Oc2ncccc2[N+](=O)[O-])cc1	-14	1	0.2	4	-1.7	-10	3.8	-14	-2.4
CC1=NN(c2ccccc2)C(=O)/C1=C/N(C)C	-10	-2	0.0	-3	-1.9	26	-0.7	-1	0.7
Cc1c([N+](=O)[O-])c([N+](=O)[O-])nn1CC(=O)N1CCOCC1	2	-1	0.7	0	-3.7	-10	0.6	1	-2.7
CCC(C)NC(=O)c1ccc(NC(=O)C2=C(C)OCCS2)cc1 (stereo not given)	-4	-13	0.6	-1	-5.0	-4	1.8	-1	-3.4
CCc1nnc(NC(=O)CSc2nc(C)c3c(c2C#N)CCCC3)s1	-10	-5	2.0	nt	-3.8	23	5.9	5	-2.3
O=C(Nc1ccon1)c1ccc2c(c1)OCO2	-17	-2	1.1	-2	-2.3	7	0.9	9	-2.7
O=C(NCCN1CCOCC1)c1ccc2c(c1)N(Cc1ccccc1F)C(=O)c1ccccc1S2(=O)=O	-5	11	2.3	-9	-1.3	30	2.5	5	-0.9
COC(=O)c1ccccc1NC(=O)c1ccco1	-3	0	-0.5	1	2.5	-15	-1.2	2	-0.7
O=C(O)c1ccccc1SCC(=O)N1c2ccccc2Sc2ccccc21	-8	-30	0.7	-1	-3.2	-6	1.1	29	-1.6
CC(=O)Nc1ccc(C)cc1NC(C)=O	11	3	0.0	0	-1.2	-3	1.0	6	-0.9
Cn1c(SCC(=O)NC2CC2)nnc1-c1cccs1	-13	-4	-0.3	14*	-1.4	10	0.3	9	-2.5
O=C(Nc1ccc(F)cc1)c1ccccc1F	-7	1	-0.9	-2	-3.1	-9	0.7	2	-4.7
COC(=O)CC(NC(=O)c1ccco1)c1cccc2ccccc12 (stereo not given)	-1	-5	1.1	-2	-1.2	10	2.7	-1	-3.8
CS(=O)(=O)N1CCN(C(=O)NC2CCCCC2)CC1	4	-4	1.1	-4	-2.1	25	2.2	-4	-3.2
C=CCn1c(Cc2cccs2)nnc1SCC(=O)Nc1cccc(OC)c1	8	-25	0.0	-3	-2.0	19	0.1	-1	-2.9
COc1ccc(CCn2c(=O)c3cccnc3n(Cc3cccc([N+](=O)[O-])c3)c2=O)cc1OC	-6	0	-0.5	-4	-2.8	53	0.2	4	-2.5
CC1CCN(CCCCOc2ccccc2-c2ccccc2)CC1	11	15	11	-9	1.2	-3	5.3	-37	-1.3
CCN1CCN(C(=O)N(c2ccccc2)c2ccccc2)CC1	4	-4	0.2	-10	-2.7	28	-0.4	2	-1.3
Cn1cnc2c(NCc3ccco3)ncnc21	-9	-5	0.6	-3	-1.8	20	1.7	10	-0.9
COc1ccc(CCNC(=O)c2cc3c(=O)n(C)c4ccccc4c3n2C)cc1OC	-6	-7	-0.7	-4	-1.1	28	-0.9	21	-3.0
CCCc1nnc(SCC(=O)Nc2cccc(C(F)(F)F)c2)o1	6	-11	2.3	-11	-1.8	6	2.6	2	-3.0
Cc1ccccc1S(=O)(=O)c1c(C)cc(C)n(C)c1=O	-3	-11	-0.6	-1	-1.4	16	0.4	2	-0.8
COc1cc2c(cc1OC)C(C)N(CCN1C(=O)c3ccccc3C1=O)CC2 (stereo not given)	-8	-10	0.5	-10	-1.3	20	-0.6	-7	-4.4
COc1ccccc1N1CCN(/N=C\c2ccccc2)CC1	-8	-15	-2.0	-8	-1.3	-8	0.3	13	-3.7
O=C(c1ccccc1)N1CCN(Cc2ccccc2Br)CC1	-1	-18	-1.9	-2	-2.2	-38	0.1	-5	-3.6
Cc1[nH]n(-c2ccccc2)c(=O)c1-c1ccccc1	-9	2	-0.6	1	-0.5	-4	-1.5	-2	-1.5
CCC(C)Sc1nnc(NC(=O)c2ccco2)s1 (stereo not given)	-8	-9	-0.3	-4	-3.1	nt	1.6	0	-2.7

Only IMP-1 inh and NS3 helicase inh, for 3 of the compounds above:
compound,IMP-1 inh,NS3 helicase inh
COc1ccc(CCNC(=O)c2cc3c(=O)n(C)c4ccccc4c3n2C)cc1OC,-3.0,21
CCCc1nnc(SCC(=O)Nc2cccc(C(F)(F)F)c2)o1,-3.0,2
Cc1ccccc1S(=O)(=O)c1c(C)cc(C)n(C)c1=O,-0.8,2

The results go on:
SMILES	GPR7 antag	FID counter	OXTR agonist	GalR3 antagonist	VIM-2 inh	PHOSPHO1 inh	V1R ag counter	NS3 helicase inh	IMP-1 inh
CCOC(=O)c1c(NC(=O)CCl)sc(C(=O)N(CC)CC)c1C	-2	-28	-0.3	-3	-0.6	12	0.9	-10	-0.9
Cc1ccc(N(CCC(=O)NC(C)(C)C)S(=O)(=O)c2ccc(C)cc2)cc1	-6	-27	-1.5	-4	-5.8	2	-0.5	-1	-5.0
COc1ccc(CNC(=O)C2CCN(S(=O)(=O)N3CCC4(CC3)OCCO4)CC2)c(OC)c1	-9	-27	0.3	0	-3.1	-10	0.8	3	-2.4
CN(Cc1ccccc1F)C(=O)c1sccc1-c1ccccc1	4	-41	-1.0	-2	-2.3	25	-0.8	-3	-1.9
CC1(C)Cc2c(cnn2-c2ccccc2)C(NC(=O)c2ccc[n+]([O-])c2)C1 (stereo not given)	-10	-33	-0.4	-3	-2.1	33	-0.8	-4	-3.2
CC1(C)CC(NS(=O)(=O)c2ccc(F)cc2)CC(C)(C)N1	-2	0	-0.8	6	0.0	-2	0.1	-1	-0.4
CC[C@@H](C)C(NC(=O)OC(C)(C)C)c1cn([C@@H](CCCCNC(=O)OC(C)(C)C)C(=O)N2CCN(C(=O)OC(C)(C)C)CC2)nn1 (stereo not given in full)	-8	-58	-2.5	-3	-1.8	14	-0.7	2	-1.0
CC1CCCCN1C(=O)CCn1c(=S)oc2ccccc21 (stereo not given)	-10	-10	-0.3	3	0.5	23	0.0	-8	-3.1
COCCNC(=S)NNc1cccc(C(=O)O)c1	-7	-5	1.4	-1	-2.6	50	0.9	-4	-4.0
CCc1ccccc1-n1nnc(-c2ccccc2)n1	1	-12	6.5	-3	-2.8	28	0.2	15	-4.2
CCOC(=O)Cn1c(=O)oc2cc(S(=O)(=O)N3CCCC(C)C3)ccc21 (stereo not given)	7	-30	-0.1	2	-2.5	28	0.5	11	-1.4
O=C(Cc1ccccc1)Nc1cccc(C(=O)N/N=C/c2ccco2)c1	2	-10	0.3	-4	-2.9	2	-0.8	7	-2.4
COc1ccc(-c2noc(CN3CCN(c4ccccc4)CC3)n2)cc1	-9	-17	2.7	-2	-4.3	-15	2.8	1	-4.6
COc1cc(/C=C/C(=O)OCC(=O)Nc2cccc(Oc3ccccc3)c2)ccc1O	1	-4	-1.5	-3	-4.1	-8	2.9	2	-2.8
Clc1ccc(Nc2ncnc3c2nnn3Cc2ccccc2)cc1	-2	-1	-1.4	1	-2.6	20	0.4	5	-2.6
CCCCn1c(SCC(=O)OCC)nc2c(sc(=S)n2-c2ccccc2OC)c1=O	15	-30	-0.9	-12	-1.4	19	-0.4	-23	-1.6
C[C@H]1CN=C(Nc2ccccc2)N1CCCC1CCCC1	13	-1	1.7	-9	-0.4	-7	0.8	-16	-4.1
COc1ccc2c(c1)C(=O)N(c1ccc(C)cc1C)C(=O)C2(C)C	-12	-27	-1.4	-8	-1.1	15	0.0	-9	-2.5
Cn1nnnc1Sc1ccc([N+](=O)[O-])cc1Cl	7	5	1.0	-1	-1.6	1	-0.5	-19	-0.6
CN1CCN(C(=O)/C=C/c2ccc3c(c2)OCO3)CC1	-9	0	-0.4	-6	-0.6	0	0.7	0	-2.3
CC(NC(=O)Nc1nnc(C(F)(F)F)s1)N1C(=O)C2C3C=CC(C3)C2C1=O (stereo not given)	13	1	-0.3	-3	1.6	-2	0.2	5	0.5
CC1(C(=O)O)CCC(C(=O)N2CCCCC2)C1(C)C (stereo not given)	-11	5	1.5	-3	-0.4	28	-0.1	0	-1.3
CN1C(=O)NC(c2ccccc2)(C(F)(F)F)S/C1=C(/C#N)c1nnc(N2CCOCC2)n1-c1ccccc1 (stereo not given)	-2	-39	1.1	-1	-6.1	-11	0.4	3	-2.6
CCn1c(=O)c2c(O)cc(=O)oc2c2ccccc21	-1	-2	-0.5	-2	-4.3	-32	0.3	8	-2.5
c1ccc(CCc2nc(-c3ccncc3)no2)cc1	-9	-6	2.2	1	-2.0	-10	0.9	-1	-3.4
CC12CC(NC(=O)N1c1ccc(C(=O)N3CCN(c4ccc(F)cc4)CC3)cc1)c1ccccc1O2 (stereo not given)	2	-41	1.2	-1	-4.4	24	0.1	-10	-1.5
CCCC(=O)NC(=S)Nc1cccc(Cl)c1N1CCCC1	-25	-5	-0.8	-7	-2.1	11	-0.6	2	0.1
CCOC(=O)C1(CCc2ccccc2)CCN(Cc2ccc(O)cc2)CC1	7	17	5.6	-10	-0.9	2	4.1	-28	-2.8
Cc1cccc2cc(C#N)c(SCC(=O)N3CC(=O)Nc4ccccc43)nc12	2	-9	1.1	-6	2.8	37	3.9	-2	-3.0
COc1ccc(NS(=O)(=O)c2cccc3cccnc23)cc1	-3	-4	0.7	-2	-3.1	-5	1.7	2	-3.2
CCOC(=O)Nc1ccc(OCc2nnc3c4ccccc4c(C)nn23)cc1	0	-28	0.1	1	2.5	-4	-0.6	7	-1.3
C#CCSc1nnc(-c2cccc3ccccc23)o1	-7	-10	-2.0	-4	-2.0	nt	-1.1	-2	-0.5
Cc1ccc(-c2[nH]nc3c2C(C)C(C#N)=C(N)O3)cc1 (stereo not given)	0	-12	-1.0	-4	-2.4	-2	0.0	4	-4.2
COc1ccc(Br)cc1C(=O)Nc1cccc(-c2nnc(-c3ccco3)o2)c1	-4	-2	0.8	-1	-1.9	nt	-0.1	-3	-3.1

Compound activity: PubChem, several laboratories
